Bioassay records deposited in PubChem BioAssay by several laboratories.
Bim-Bcl-W – human Bim-Bcl-W interaction inhibition; inhibition, % at 10 µM; 190,000 compounds, 0.02% hits; AID 952; bead-based flow cytometry, Bim peptide-Bcl-W binding; Q92843;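 further: 0% = bound tracer without compound and 100% = peptide blocker; higher means less fluorescent Bim peptide bound to Bcl-W beads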
Target sequence (Q92843 whole entry, looked up): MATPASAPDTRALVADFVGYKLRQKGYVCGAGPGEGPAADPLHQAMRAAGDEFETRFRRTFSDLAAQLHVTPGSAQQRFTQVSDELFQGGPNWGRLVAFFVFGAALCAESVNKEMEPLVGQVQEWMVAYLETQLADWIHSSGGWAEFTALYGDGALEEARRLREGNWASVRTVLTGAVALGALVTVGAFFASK
RGS8-Gao reg – human RGS8-Galphao interaction regulation | P09471 | multiplexed bead flow cytometry, RGS8-Galphao binding; actives lie on both sides | response (percent of control binding), % at 10 µM | 220,000 compounds, 0.34% hits | AID 1423; in the data active means response below about 60% or above about 140%; inactive means in between;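 further: Galphao activated as the GDP aluminium fluoride complex binding bead-coupled RGS8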
RGS7-Gao – human RGS7-Galphao interaction regulation; P09471; Multiplexed bead flow cytometry, RGS7-Galphao binding; actives lie on both sides; 220,000 compounds, 0.35% hits; binding response (% of control), % at 10 µM; in the data active means binding response below about 49% or above about 150%; inconclusive means no clear call, values can overlap the other calls; inactive means in between;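 further: fluorescent Galphao held in activated GDP-AlF4 state binding bead-coupled RGS7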
RGS4-Gao reg – modulates binding of RGS4 to human Galphao | Multiplexed bead flow cytometry; actives lie on both sides | binding response (% of control), % at 10 µM | 220,000 compounds, 0.33% hits | AID 1415; in the data active means binding response below about 49% or above about 150%; inactive means in between;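 further: fluorescent Galphao activated with aluminum fluoride binding bead-coupled RGS4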
Mcl1-Bid inh – Mcl-1/Bid interaction inhibition; inhibition, % at 21.7 µM; 220,000 compounds, 0.97% hits; AID 1021; TR-FRET Mcl-1/Bid-Dy647 peptide binding, 1536-well; Q07820;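 active means compounds that cut the binding signal by more than half at the single screening dose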;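 further: His-tagged Mcl-1 with europium anti-His antibody binding Bid BH3 peptide; 0% = Mcl-1 plus peptide wells and 100% = peptide-only wells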
Target sequence (Q07820 whole entry, looked up): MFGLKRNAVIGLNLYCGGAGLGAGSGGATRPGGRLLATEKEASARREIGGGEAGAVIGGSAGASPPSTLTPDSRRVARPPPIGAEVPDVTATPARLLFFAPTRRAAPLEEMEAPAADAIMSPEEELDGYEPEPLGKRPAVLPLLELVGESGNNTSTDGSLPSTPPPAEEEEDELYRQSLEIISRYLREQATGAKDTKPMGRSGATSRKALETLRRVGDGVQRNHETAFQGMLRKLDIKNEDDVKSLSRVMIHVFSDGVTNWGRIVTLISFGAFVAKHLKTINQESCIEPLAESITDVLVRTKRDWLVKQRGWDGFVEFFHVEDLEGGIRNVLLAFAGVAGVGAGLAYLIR
Bim-Bfl-1 – human Bim-Bfl-1 interaction inhibition; Q16548; Bead-based flow cytometry, Bim-Bfl-1 binding inhibition; inhibition, % at 10 µM; 190,000 compounds, 0.12% hits; AID 1008;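 further: 0% = wells without compound plus tracer and 100% = blocker peptide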
Bim-Mcl-1 – disrupts Bim peptide binding to human Mcl-1. Q07820. Bead-based flow cytometry, Bim peptide-Mcl-1 binding. 190,000 compounds, 0.1% hits. inhibition, % at 10 µM;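 further: 0% = no compound tracer wells and 100% = peptide blocker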
GSH bead fluor – GSH bead compound fluorescence profile; GSH beads flow cytometry, compound fluorescence 488/530 nm; stronger effect = higher value; fluorescence (KMESF) at 10 µM; 190,000 compounds, 0.25% hits; in the data active means fluorescence above about 89;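 further: glutathione beads carrying GST-tagged Bcl family fusion proteins plus one bare bead set; values are compound well signal with DMSO vehicle wells as background; inactives centre near 16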
Bcl-XL Bim block – inhibitors of Bim-Bcl-XL interaction, human; Bim peptide-Bcl-XL binding, bead flow cytometry, fluorescence; 190,000 compounds, 0.04% hits; inhibition, % at 10 µM
Bcl-2 Bim block – inhibitors of Bim-Bcl-2 interaction, human | 190,000 compounds, 0.06% hits | Bead-based flow cytometry, Bim peptide-Bcl-2 binding | inhibition, % at 10 µM | AID 950 | P10415; in the data active means inhibition above about 40%; inconclusive means no clear call, values can overlap the other calls;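 further: 0% = no compound wells with probe peptide and 100% = reference peptide inhibitor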
Target sequence (P10415 whole entry, looked up): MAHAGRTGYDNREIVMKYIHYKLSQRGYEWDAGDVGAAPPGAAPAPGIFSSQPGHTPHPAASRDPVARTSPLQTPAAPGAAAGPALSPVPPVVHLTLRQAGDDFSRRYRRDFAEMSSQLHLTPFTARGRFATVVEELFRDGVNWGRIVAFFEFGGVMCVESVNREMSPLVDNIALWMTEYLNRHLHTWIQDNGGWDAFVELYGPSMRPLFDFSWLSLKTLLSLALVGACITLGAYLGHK
Bcl-B Bim block – disrupts Bim peptide binding to human Bcl-B; Q9HD36; bead-based flow cytometry; inhibition, % at 10 µM; 190,000 compounds, 0.073% hits; AID 951;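 further: 0% = tracer peptide without compound and 100% = reference inhibitor peptide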
Target sequence (Q9HD36 whole entry, looked up): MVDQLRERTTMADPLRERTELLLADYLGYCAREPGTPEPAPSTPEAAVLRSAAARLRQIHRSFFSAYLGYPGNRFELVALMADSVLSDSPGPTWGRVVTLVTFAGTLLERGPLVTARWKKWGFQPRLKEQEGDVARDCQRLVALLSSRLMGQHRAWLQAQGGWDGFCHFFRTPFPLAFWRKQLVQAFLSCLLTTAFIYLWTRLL
The depositor's hits bear a star. Unless noted, no stated cut-off is given here; in the data, active means inhibition above about 40%.

Results for Cc1ccc(C(=O)OC2OC(=O)C(Cl)=C2N2CCOCC2)cc1 (configuration not stated) ?
Bim-Bcl-W: -3; RGS8-Gao reg: 96; RGS7-Gao: 92; RGS4-Gao reg: 92; Mcl1-Bid inh: -4; Bim-Bfl-1: 0; Bim-Mcl-1: -4; GSH bead fluor: 9; Bcl-XL Bim block: -6; Bcl-2 Bim block: 0; Bcl-B Bim block: -5

What do the screens show for `CCCN1C(=O)/C(=C\C=C2/Sc3ccccc3N2CCO)SC1=S`?
Bim-Bcl-W: -2; RGS8-Gao reg: 100; RGS7-Gao: 103; RGS4-Gao reg: 104; Mcl1-Bid inh: -38; Bim-Bfl-1: -1; Bim-Mcl-1: 0; GSH bead fluor: 12; Bcl-XL Bim block: -3; Bcl-2 Bim block: -1; Bcl-B Bim block: -7

Results for CC1(C)Cc2c(C#N)c(NCCN3CCOCC3)nc(-c3ccco3)c2CO1 ?
Bim-Bcl-W: -1; RGS8-Gao reg: 100; RGS7-Gao: 99; RGS4-Gao reg: 101; Mcl1-Bid inh: -20; Bim-Bfl-1: 3; Bim-Mcl-1: -5; GSH bead fluor: 26; Bcl-XL Bim block: -5; Bcl-2 Bim block: 0; Bcl-B Bim block: -4

What do the screens show for `COc1ccc(C(=O)CNc2ccccc2CO)cc1`?
Bim-Bcl-W: 0; RGS8-Gao reg: 89; RGS7-Gao: 94; RGS4-Gao reg: 96; Mcl1-Bid inh: -31; Bim-Bfl-1: 2; Bim-Mcl-1: -10; GSH bead fluor: 8; Bcl-XL Bim block: 0; Bcl-2 Bim block: 0; Bcl-B Bim block: 0

How did CN(Cc1ccccc1)C(=C(Cl)Cl)/C(=C1/NCCN1C)[N+](=O)[O-] do in these assays?
Bim-Bcl-W: -1; RGS8-Gao reg: 103; RGS7-Gao: 101; RGS4-Gao reg: 102; Mcl1-Bid inh: -19; Bim-Bfl-1: -10; Bim-Mcl-1: -4; GSH bead fluor: 65; Bcl-XL Bim block: -3; Bcl-2 Bim block: -5; Bcl-B Bim block: -6

What do the screens show for `Nc1nncn1C(=O)CCCOc1ccc(Cl)cc1Cl`?
Bim-Bcl-W: 0; RGS8-Gao reg: 93; RGS7-Gao: 96; RGS4-Gao reg: 97; Mcl1-Bid inh: -6; Bim-Bfl-1: -9; Bim-Mcl-1: 0; GSH bead fluor: 33; Bcl-XL Bim block: -10; Bcl-2 Bim block: -6; Bcl-B Bim block: -7

Results for O=C(Cn1c(=O)sc2ccccc21)NCc1ccccn1 ?
Bim-Bcl-W: 0; RGS8-Gao reg: 100; RGS7-Gao: 105; RGS4-Gao reg: 104; Mcl1-Bid inh: -3; Bim-Bfl-1: -12; Bim-Mcl-1: 1; GSH bead fluor: 25; Bcl-XL Bim block: -3; Bcl-2 Bim block: -12; Bcl-B Bim block: -10

How did COc1ccc(-c2c(C#N)c(N)nc3c2c(=O)n(C)c(=O)n3C)cc1 do in these assays?
Bim-Bcl-W: -9; RGS8-Gao reg: 96; RGS7-Gao: 95; RGS4-Gao reg: 92; Mcl1-Bid inh: 2; Bim-Bfl-1: -8; Bim-Mcl-1: -5; GSH bead fluor: 14; Bcl-XL Bim block: -13; Bcl-2 Bim block: -5; Bcl-B Bim block: -13

Results for CCOC(=O)N1CCN(C(=O)CSc2nnc(-c3cccs3)o2)CC1 ?
Bim-Bcl-W: -1; RGS8-Gao reg: 100; RGS7-Gao: 99; RGS4-Gao reg: 103; Mcl1-Bid inh: -5; Bim-Bfl-1: -4; Bim-Mcl-1: -5; GSH bead fluor: 14; Bcl-XL Bim block: -3; Bcl-2 Bim block: -3; Bcl-B Bim block: -2

How did O=C(COC(=O)c1cnccn1)NCCc1ccc(Cl)cc1Cl do in these assays?
Bim-Bcl-W: -3; RGS8-Gao reg: 101; RGS7-Gao: inconclusive; RGS4-Gao reg: 100; Mcl1-Bid inh: -23; Bim-Bfl-1: -7; Bim-Mcl-1: -2; GSH bead fluor: 16; Bcl-XL Bim block: -5; Bcl-2 Bim block: -3; Bcl-B Bim block: -9

What do the screens show for `COC(=O)CN1C(=O)N/C(=C/c2cc3c(cc2OC)OCO3)C1=O`?
Bim-Bcl-W: 1; RGS8-Gao reg: 99; RGS7-Gao: 94; RGS4-Gao reg: 91; Mcl1-Bid inh: -34; Bim-Bfl-1: 0; Bim-Mcl-1: -1; GSH bead fluor: 11; Bcl-XL Bim block: 0; Bcl-2 Bim block: 2; Bcl-B Bim block: -2

How did CCn1c(COc2ccc(Cl)cc2)nnc1SC1CCc2ccccc2C1=O (configuration not stated) do in these assays?
Bim-Bcl-W: 0; RGS8-Gao reg: 81; RGS7-Gao: 102; RGS4-Gao reg: 99; Mcl1-Bid inh: 7; Bim-Bfl-1: 2; Bim-Mcl-1: 0; GSH bead fluor: 6; Bcl-XL Bim block: -2; Bcl-2 Bim block: 1; Bcl-B Bim block: -3

Results for CCOC(=O)C1=C(c2ccccc2)N=c2s/c(=C\c3ccco3)c(=O)n2C1c1cccs1 (configuration not stated) ?
Bim-Bcl-W: -3; RGS8-Gao reg: 95; RGS7-Gao: 92; RGS4-Gao reg: 95; Mcl1-Bid inh: -17; Bim-Bfl-1: 1; Bim-Mcl-1: 0; GSH bead fluor: 10; Bcl-XL Bim block: -2; Bcl-2 Bim block: 3; Bcl-B Bim block: -11

Results for Cc1ccc(CNc2cnn(C34CC5CC(CC(C5)C3)C4)c(=O)c2Cl)cc1 ?
Bim-Bcl-W: -2; RGS8-Gao reg: 11*; RGS7-Gao: 7.4*; RGS4-Gao reg: 0.2*; Mcl1-Bid inh: 7; Bim-Bfl-1: -1; Bim-Mcl-1: -4; GSH bead fluor: 22; Bcl-XL Bim block: -7; Bcl-2 Bim block: 0; Bcl-B Bim block: -7

How did Cc1ccccc1C(=O)N[C@H](C(=O)Nc1ccc(Cl)c(Cl)c1)C(C)C do in these assays?
Bim-Bcl-W: -7; RGS8-Gao reg: 100; RGS7-Gao: 101; RGS4-Gao reg: 101; Mcl1-Bid inh: -5; Bim-Bfl-1: -9; Bim-Mcl-1: -6; GSH bead fluor: 20; Bcl-XL Bim block: -9; Bcl-2 Bim block: -6; Bcl-B Bim block: -11

Next part (2 carried over from the part before).
Results for Cc1ccc(CNc2cnn(C34CC5CC(CC(C5)C3)C4)c(=O)c2Cl)cc1 ?
Bim-Bcl-W: -2; RGS8-Gao reg: 11*; RGS7-Gao: 7.4*; RGS4-Gao reg: 0.2*; Mcl1-Bid inh: 7; Bim-Bfl-1: -1; Bim-Mcl-1: -4; GSH bead fluor: 22; Bcl-XL Bim block: -7; Bcl-2 Bim block: 0; Bcl-B Bim block: -7

How did Cc1ccccc1C(=O)N[C@H](C(=O)Nc1ccc(Cl)c(Cl)c1)C(C)C do in these assays?
Bim-Bcl-W: -7; RGS8-Gao reg: 100; RGS7-Gao: 101; RGS4-Gao reg: 101; Mcl1-Bid inh: -5; Bim-Bfl-1: -9; Bim-Mcl-1: -6; GSH bead fluor: 20; Bcl-XL Bim block: -9; Bcl-2 Bim block: -6; Bcl-B Bim block: -11

What do the screens show for `O=C(Nc1nc(-c2ccccc2)cs1)c1ccc(N2CCOCC2)c([N+](=O)[O-])c1`?
Bim-Bcl-W: -6; RGS8-Gao reg: 98; RGS7-Gao: 95; RGS4-Gao reg: 98; Mcl1-Bid inh: 4; Bim-Bfl-1: -6; Bim-Mcl-1: -6; GSH bead fluor: 10; Bcl-XL Bim block: -8; Bcl-2 Bim block: -10; Bcl-B Bim block: -8

Results for Cc1cccc(OCCCSc2nc3ccccc3[nH]2)c1 ?
Bim-Bcl-W: -4; RGS8-Gao reg: 102; RGS7-Gao: 102; RGS4-Gao reg: 104; Mcl1-Bid inh: 16; Bim-Bfl-1: -21; Bim-Mcl-1: -6; GSH bead fluor: 26; Bcl-XL Bim block: -8; Bcl-2 Bim block: -15; Bcl-B Bim block: -13

How did COc1cccc(OC)c1C(=O)Nn1c(-c2cccc(C)c2)nc2ccccc2c1=O do in these assays?
Bim-Bcl-W: -1; RGS8-Gao reg: 97; RGS7-Gao: 99; RGS4-Gao reg: 100; Mcl1-Bid inh: -11; Bim-Bfl-1: -3; Bim-Mcl-1: -1; GSH bead fluor: 12; Bcl-XL Bim block: 0; Bcl-2 Bim block: 0; Bcl-B Bim block: 0

How did Cc1cccc(Nc2nc(NCCCN3CCOCC3)nc(N)c2[N+](=O)[O-])c1 do in these assays?
Bim-Bcl-W: -2; RGS8-Gao reg: 100; RGS7-Gao: 98; RGS4-Gao reg: 97; Mcl1-Bid inh: -26; Bim-Bfl-1: -2; Bim-Mcl-1: -5; GSH bead fluor: 7; Bcl-XL Bim block: -6; Bcl-2 Bim block: -6; Bcl-B Bim block: -5

How did COc1ccc(-c2nnc(SC(C)C(=O)Nc3nccs3)n2-c2ccccc2)cc1OC (configuration not stated) do in these assays?
Bim-Bcl-W: 0; RGS8-Gao reg: 100; RGS7-Gao: 102; RGS4-Gao reg: 102; Mcl1-Bid inh: 6; Bim-Bfl-1: -16; Bim-Mcl-1: -2; GSH bead fluor: 24; Bcl-XL Bim block: -4; Bcl-2 Bim block: -12; Bcl-B Bim block: -7

Results for Cc1ccc(C)c(C(=O)COC(=O)CCCC(=O)Nc2cc(C(F)(F)F)ccc2Cl)c1 ?
Bim-Bcl-W: 14; RGS8-Gao reg: 84; RGS7-Gao: 91; RGS4-Gao reg: 90; Mcl1-Bid inh: 94*; Bim-Bfl-1: 7; Bim-Mcl-1: 27; GSH bead fluor: 8; Bcl-XL Bim block: 3; Bcl-2 Bim block: 6; Bcl-B Bim block: 5

What do the screens show for `Cc1ccc(C2OC34CCCCCC3C(C#N)(C(=N)O4)C2(C#N)C#N)cc1` (configuration not stated)?
Bim-Bcl-W: -5; RGS8-Gao reg: 98; RGS7-Gao: 102; RGS4-Gao reg: 102; Mcl1-Bid inh: -10; Bim-Bfl-1: -10; Bim-Mcl-1: -2; GSH bead fluor: 9; Bcl-XL Bim block: -5; Bcl-2 Bim block: -8; Bcl-B Bim block: -11

What do the screens show for `Cc1ccc(OCCCN2CCOCC2)c([N+](=O)[O-])c1`?
Bim-Bcl-W: -3; RGS8-Gao reg: 104; RGS7-Gao: 103; RGS4-Gao reg: 109; Mcl1-Bid inh: 28; Bim-Bfl-1: -2; Bim-Mcl-1: -3; GSH bead fluor: 9; Bcl-XL Bim block: -7; Bcl-2 Bim block: -3; Bcl-B Bim block: -5

How did O=C(C(=O)N1CCCc2ccccc21)c1c[nH]c2ccccc12 do in these assays?
Bim-Bcl-W: 0; RGS8-Gao reg: 97; RGS7-Gao: 100; RGS4-Gao reg: 98; Mcl1-Bid inh: -16; Bim-Bfl-1: 0; Bim-Mcl-1: -3; GSH bead fluor: 44; Bcl-XL Bim block: -14; Bcl-2 Bim block: 1; Bcl-B Bim block: 2

How did C/C=C/COC(=O)c1[nH]c2c(c1C)C(=O)CC(c1ccco1)C2 (configuration not stated) do in these assays?
Bim-Bcl-W: 0; RGS8-Gao reg: 99; RGS7-Gao: 94; RGS4-Gao reg: 97; Mcl1-Bid inh: 8; Bim-Bfl-1: -7; Bim-Mcl-1: 0; GSH bead fluor: 19; Bcl-XL Bim block: -2; Bcl-2 Bim block: -5; Bcl-B Bim block: -4

Results for CC(C)(C)C(=O)NC(=S)Nc1ccccc1C(N)=O ?
Bim-Bcl-W: -1; RGS8-Gao reg: 105; RGS7-Gao: 101; RGS4-Gao reg: 104; Mcl1-Bid inh: -50; Bim-Bfl-1: 0; Bim-Mcl-1: -3; GSH bead fluor: 7; Bcl-XL Bim block: -2; Bcl-2 Bim block: 1; Bcl-B Bim block: -3
